# JMJD2C inh – inhibitors of GASC-1 histone demethylase, primary screen, biochemical, fluorescence, DELFIA europium. AID 2099, 2009. inhibition, % at 2.35 µM. Lysine-specific demethylase 4C (Homo sapiens), Q9H3R0. GST-JMJD2C(1-420) H3K9me3 demethylation. 0.069% of 330,000 active;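 active = more than half of a compound's replicate wells show inhibition beyond 50%, single wells judged on their own value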;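 note: signal counts dimethyl H3K9 product captured on neutravidin plate; 0% = median of DMSO wells and 100% = 0.3 times that DMSO median; strong numbers were not always called active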
# Target sequence (Q9H3R0 1-420 limits assumed): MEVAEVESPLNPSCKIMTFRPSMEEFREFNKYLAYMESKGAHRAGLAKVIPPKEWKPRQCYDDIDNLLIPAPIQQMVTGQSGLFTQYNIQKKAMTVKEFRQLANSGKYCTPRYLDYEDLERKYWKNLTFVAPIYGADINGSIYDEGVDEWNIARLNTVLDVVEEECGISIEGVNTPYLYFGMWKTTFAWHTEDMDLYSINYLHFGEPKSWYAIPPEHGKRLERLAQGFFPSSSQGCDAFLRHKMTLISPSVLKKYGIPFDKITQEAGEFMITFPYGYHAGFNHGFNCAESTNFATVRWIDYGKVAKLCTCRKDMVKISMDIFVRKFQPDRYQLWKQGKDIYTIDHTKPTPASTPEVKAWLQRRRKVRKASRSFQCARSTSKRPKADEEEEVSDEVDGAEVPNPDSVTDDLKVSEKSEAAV
# LAP4-GFP MLPCN – modulators of LAP4-GFP expression in yeast, primary screen, S. cerevisiae, multiplex flow cytometry, MLPCN library; AID 2023, 2009; 3 h; median GFP as percent of DMSO wells; 0.34% of 320,000 active; GFP response vs DMSO, % at 10 µM;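 active = GFP response vs DMSO above a set limit, about the screen mean plus 3 SD, cut at about 150% in these data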
# CR mimetic SO – reduction of superoxide in aged yeast, primary screen, HTS; superoxide response (% of plate mean), % at 10 µM; 0.18% of 330,000 active; S. cerevisiae aged cells, superoxide DHE fluorescence; hits give low values; AID 2690, 2010;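 active = superoxide response under a set limit, about three screen SD below normal, cut at about 65% in these data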;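 note: yeast aged for seven days with compound at 30 °C before DHE staining; 100% = average MFI of all compound-treated wells on the plate with controls excluded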
# RPL19A TOR yeast – RPL19A-GFP expression modulators in yeast, primary screen, cell-based, S. cerevisiae, multiplex flow cytometry, MLPCN; 0.3% of 330,000 active; percent response vs DMSO, % at 10 µM; S. cerevisiae RPL19A-GFP strain, 3 h; hits give low values;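 active = percent response vs DMSO below 50%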;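 note: median channel GFP fluorescence of the barcoded RPL19A-GFP strain; ratio of sample median GFP to plate DMSO average so 100% = DMSO; lower means less RPL19A-GFP as with rapamycin TOR inhibition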
# procasp3 activ – activators of human procaspase-3 D3A mutant, primary screen, biochemical, absorbance, PC-3 D3A mutant, single concentration; 0.11% of 330,000 active; activation, % at 8.5 µM; Caspase-3 (Homo sapiens), P42574; AID 463141, 2010; recombinant procaspase-3 D3A, Ac-DEVD-pNA absorbance 405 nm;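 active = activation above the mean of all tested compounds plus 3 SD, cut at about 21% in these data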;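 note: 0% = DMSO alone and 100% = DMSO wells spiked with extra 5 µM PC-3 D3A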
# Target sequence (P42574 whole entry D9A/D28A/D175A): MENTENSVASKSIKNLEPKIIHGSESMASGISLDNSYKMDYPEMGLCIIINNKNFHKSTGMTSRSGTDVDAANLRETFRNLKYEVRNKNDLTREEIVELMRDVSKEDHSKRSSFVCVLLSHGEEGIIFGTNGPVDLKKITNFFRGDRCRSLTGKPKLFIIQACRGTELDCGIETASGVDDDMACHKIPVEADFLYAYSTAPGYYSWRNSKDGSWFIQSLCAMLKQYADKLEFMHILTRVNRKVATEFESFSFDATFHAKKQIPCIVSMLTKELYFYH
#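 assay system = Procaspase-3 D3A mutant | signal = absorbance at 405 nm, 0 and 120 min | times = 1 h preincubation plus 2 h reaction at 25 °C | repeats = single replicate | read-out = % activation between DMSO and enzyme-spiked controls | medium = Zinc-free HEPES saline buffer with Triton X-100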
# MEP2 TOR yeast – modulators of MEP2-GFP levels in yeast, primary screen, S. cerevisiae, multiplex flow cytometry, MLPCN library | 0.51% of 330,000 active | GFP response vs DMSO, % at 10 µM | S. cerevisiae MEP2-GFP strain, 3 h; 100% = DMSO control level | AID 2016, 2009;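 active = GFP response versus DMSO above a set limit, roughly screen mean plus 3 SD, cut at about 180% in these data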;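 note: median GFP fluorescence of the barcode-gated MEP2-GFP cells per well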
# procasp7 counter – procaspase-7 activators, primary screen, counter-screen for procaspase-3 activator project, biochemical, absorbance, HTS, human; Caspase-7 (Homo sapiens), P55210; recombinant procaspase-7, Ac-DEVD-pNA absorbance 405 nm; D23A/D198A/D206A triple mutant, cannot self-cleave; scale: DMSO 0, 5 µM enzyme 100; activation, % at 8.5 µM; 0.093% of 330,000 active; AID 463210, 2010;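 active = percent activation above the screen-wide mean plus 3 SD, cut at about 25% in these data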
# Target sequence (P55210 whole entry D23A/D198A/D206A): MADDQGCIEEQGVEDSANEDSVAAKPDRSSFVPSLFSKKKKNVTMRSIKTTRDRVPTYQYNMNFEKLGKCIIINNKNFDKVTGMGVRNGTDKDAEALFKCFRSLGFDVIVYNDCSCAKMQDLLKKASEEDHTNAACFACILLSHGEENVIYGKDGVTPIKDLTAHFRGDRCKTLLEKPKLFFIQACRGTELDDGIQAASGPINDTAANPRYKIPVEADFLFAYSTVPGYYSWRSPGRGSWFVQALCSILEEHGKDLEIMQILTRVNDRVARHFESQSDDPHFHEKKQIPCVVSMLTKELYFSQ
#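 Detection: p-Nitroaniline absorbance at 405 nm, read at 0 and 120 min; system: Uncleavable procaspase-7 mutant enzyme; evaluation: % activation from two-timepoint absorbance difference, scaled to controls; times: 1 h enzyme–compound preincubation and 2 h substrate reaction, both 25 °C; buffer or medium: Zinc-free HEPES pH 7.4 with 300 mM NaCl, 0.01% Triton X-100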
# AHR act – AHR activators, primary screen, cell-based, luminescence, luciferase reporter, human; Aryl hydrocarbon receptor (Homo sapiens), P35869; AHR-responsive luciferase reporter cells; activation, % at 5 µM; 2.5% of 320,000 active; in the data active = activation above about 47%;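 note: 0% = vehicle wells and 100% = reference agonist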
# Active calls of the source: *; nt = no result given; & = joins results of further samples. No enrichment for hits. About 3.8% of those tested had a hit in this group.
SMILES	JMJD2C inh	LAP4-GFP MLPCN	CR mimetic SO	RPL19A TOR yeast	procasp3 activ	MEP2 TOR yeast	procasp7 counter	AHR act
CCOC(=O)C1CCCN(C2CCN(Cc3nc(Cc4ccccc4)no3)CC2)C1 (stereo not drawn)	0	98	99	98	-4	98	0	0
CCOC(=O)CNC(=O)C1COc2ccccc2O1 (stereo not drawn)	-1	105	98	98	-9	99	5	-4
COc1ccc(C)cc1S(=O)(=O)N(CC(=O)O)c1ccc(C)cc1	9	95	103	104	6	98	6	1
CN(CCOc1ccccc1)S(=O)(=O)c1ccccc1C#N	-8	108	113	97	7	103	-1	0
O=C(Cn1c(COc2ccccc2)nc2ccccc21)Nc1cc(Cl)cc(Cl)c1	5	97	111	100	2	103	-3	-2
CCCN1CCN(CCCNC(=O)C2CCCN(c3nnc(-n4cccc4)s3)C2)CC1 (stereo not drawn)	0	89	110	88	3	92	4	-1
CC12CN(NC(=O)c3ccc(Cl)cc3)C3(C#N)CC1CCC23C (stereo not drawn)	4	96	96	96	-2	91	-6	1
C/C(CC(=O)Nc1ccc2c(c1)OCCO2)=N\NC(=O)c1ccccn1	14	106	100	100	-2	91	-3	5
CCCC(=O)Nc1ccc(C(=O)Nc2nnc(COC)s2)cc1	19	104	100	102	7	107	-3	2
O=C(CN(C(=O)CCC(=O)Nc1nccs1)c1ccccc1F)NCC1CCCO1 (stereo not drawn)	4&29	107	98	106	3	104	1	3
O=[N+]([O-])c1ccc(C(=Nc2cccc3ccccc23)N2CCOCC2)cc1	-10	104	109	111	1	115	2	5
CC(=O)c1sc(NC(=O)c2c(F)cccc2F)nc1C	9	78	83	87	6	77	13	-1
COc1ccc(-c2[nH]c(-c3ccc(C)cc3)nc2SCC(=O)NC2CCCC2)cc1	-14	101	117	98	10	97	2	104*
c1ccc(Cn2c[n+](Cc3ccccc3)c3ccccc32)cc1	18	104	97	100	-4	108	5	2
BrCCOCCOc1ccc2ccccc2c1	-5	112	93	93	-6	94	-14	3
NC(=O)c1ccc(N2CCC(C(N)=O)CC2)c([N+](=O)[O-])c1	5	107	104	102	-2	100	4	-1
Cn1nnnc1SCCNC(=O)C1CCC(=O)N(Cc2ccccc2F)C1 (stereo not drawn)	-12	93	96	95	-3	96	2	1
COc1ccc(-c2cc(C(=O)Nc3cccc(Cl)c3)no2)cc1	-25	95	97	97	2	91	8	9
CCCCC1(c2ccc(F)cc2)NC(=O)N(CC(=O)Nc2ccc(N3CCOCC3)cc2)C1=O (stereo not drawn)	-3	96	117	99	0	105	-3	4
CCOC(=O)C1CCN(C(=O)c2ccc(NS(=O)(=O)c3ccc(F)cc3C)cc2)CC1	-1	96	112	93	8	102	14	4
CCOC(CNC(=O)c1cccc([N+](=O)[O-])c1)OCC	-24	99	84	102	-5	101	-4	1
NNC(=O)CCCCCCCCCCOCCCCO	-8	97	91	92	8	90	5	3
OCCN(Cc1ccccc1)c1ncnc2sccc12	38	100	90	107	2	103	-1	1
O=C(COc1cccc(Oc2ccccc2)c1)Nc1ncccn1	-6	103	116	98	-4	101	-7	4
COc1ccc([N+](=O)[O-])cc1-n1cccc1	-6	92	118	96	-7	98	-3	1
COc1ccc(C=NNC(=O)c2ccccc2NS(=O)(=O)c2cccs2)cc1O	-1	92	89	93	4	91	13	-1
CN(NC(=S)Nc1ccc(OC(F)F)cc1)C(=S)Nc1ccc(OC(F)F)cc1	7	104	99	102	5	102	-3	17
O=C(CN1C(=O)COc2ccccc21)NCc1ccccn1	15	102	97	110	-1	91	-3	2
CCc1nnc(NS(=O)(=O)c2ccc(N3C(=O)c4ccc(C(=O)O)cc4C3=O)cc2)s1	-2	92	103	104	2	110	5	1
O=C(Nc1cccc2cccnc12)C1CCCC1	-13	82	107	101	9	109	0	1
CSc1nc(C)cc(C)c1S(=O)(=O)c1ccccc1C	-9	107	100	98	3	103	-2	-3
CSc1ccccc1C(=O)C1CCCN(S(=O)(=O)N(C)C)C1 (stereo not drawn)	-1	94	91	90	1	86	-1	11
COc1cccc(N(CC(=O)NCc2cccnc2)S(C)(=O)=O)c1	2	97	89	100	5	97	9	-1
Cc1cnc(CN2CCc3c([nH]c4ccccc34)C2CC(C)C)[nH]1 (stereo not drawn)	-20	106	91	99	3	111	-7	31
O=C(O)C1CC=C(Cl)CC1C(=O)NCc1ccccc1 (stereo not drawn)	-7	100	105	100	7	96	2	1
Fc1ccc(Oc2nc(-c3ccccc3)nnc2C(F)(F)F)cc1	54	106	100	93	-3	97	-10	9
CC(C)(Cc1ccc(O)cc1)NC(=O)CC(=O)N/N=C/c1ccc([N+](=O)[O-])cc1	3	102	110	97	4	97	12	1
CC1CCCCC1NC(=O)NC(=O)COC(=O)c1nccnc1N (stereo not drawn)	-5	94	98	100	6	101	-1	3
Cc1ccccc1NC(=O)c1nn(-c2ccc(F)c(F)c2)ccc1=O	-8	113	100	99	1	96	-5	1
O=c1n(-c2cccc(Cl)c2)c(=O)n2n1CCC2	-4	98	102	97	2	99	4	2
COc1ccc(C(=O)NC2CC3CCCC(C2)N3Cc2ccccc2)cc1OC (stereo not drawn)	-23	80	92	95	9	92	3	0
CCCCCCn1c(N2CCC(C)CC2)nc2c1c(=O)[nH]c(=O)n2C	-19	100	107	100	3	101	-2	0
Nc1nc(-c2ccccc2)c(-c2ccc([N+](=O)[O-])cc2)s1	-3	101	124	95	3	95	-12	22
OCC[C@H]1C[C@H](O)[C@@H](O)[C@]2(OCc3ccccc32)O1	0	108	86	103	0	92	-9	4
COc1cc(/C=N/Nc2cc(C)nc(N)n2)ccc1O	-24	70	100	108	-2	105	6	4
CC(C)CN(CC(C)C)c1nc(N)c(C#N)c(CC#N)c1C#N	4	104	98	98	-3	105	6	3
CC(=O)Nc1ccc(SCC(=O)c2cc(C)n(CC(F)(F)F)c2C)cc1	6	103	114	102	6	104	-1	21
CC(C)CN(C(=O)C1CCCCC1)C1CCS(=O)(=O)C1 (stereo not drawn)	-8	93	99	99	5	102	-3	-1
CC1CC(C)CN(C2CCN(Cc3cccnc3)CC2)C1 (stereo not drawn)	-1	104	88	101	13	103	-3	-1
O=c1[nH]c(-c2ccc(Cl)cc2)nc(=S)[nH]1	-6	108	103	102	-3	106	6	2
Oc1cccc(/C=N/Nc2ncnc3c2ncn3Cc2ccccc2)c1	0	95	97	109	-1	106	-13	7
CC(C)Oc1cccc(-c2cc(C(=O)NN3CCOCC3)c3ccccc3n2)c1	2	99	97	104	3	98	-6	28
CC(=O)NCCc1c[nH]c2ccc(O)cc12	-38	90	97	99	3	91	-1	2
Cc1ccccc1OCC(=O)Nc1ccc2c(c1)C(=O)N(CCC(=O)O)C2=O	2	101	91	102	-10	95	9	0
COc1cccc(OCC(O)CNC(C)c2ccccc2)c1 (stereo not drawn)	-4	96	91	93	3	115	-6	0
COc1cc(C(C)=O)ccc1OCC(O)CN1CCN(c2ccccn2)CC1 (stereo not drawn)	-9	99	111	98	6	107	-2	3
Cc1cnc(NCCc2ccccc2)s1	-1	97	100	103	nt	103	nt	nt
O=C(Cc1ccc(S(=O)(=O)N2CCOCC2)s1)NCCOc1ccccc1	3	103	116	96	3	97	4	2
CCn1c(SCC(=O)OC2CCCCC2)nc2ccccc2c1=O	nt	126	93	95	0	103	6	1
CC1Cc2ccccc2N1C(=O)CCNS(=O)(=O)c1ccc2c(c1)CCC(=O)N2 (stereo not drawn)	6	101	96	101	6	101	2	-1

# Going on with the list:
SMILES	JMJD2C inh	LAP4-GFP MLPCN	CR mimetic SO	RPL19A TOR yeast	procasp3 activ	MEP2 TOR yeast	procasp7 counter	AHR act
COCc1c(C(=O)Nc2nc(C)cs2)oc2ccccc12	9	96	106	99	-3	100	9	14
CCOc1cc(/C=C2\SC(=N)N(c3nonc3N)C2=O)ccc1OCCN1CCOCC1	7	102	96	99	-4	102	2	1
CCOC(=O)c1nn(-c2ccccc2)c(=O)c2c(N)scc12	-3	100	111	98	-27	93	-21	-2
CC(C)c1ccc(N(C(=O)c2ccc3c(c2)OCO3)C2C=CS(=O)(=O)C2)cc1 (stereo not drawn)	7	89	106	95	-3	96	11	2
Cc1ccc(/C=N/NC(=O)c2cc(-c3ccc(C)o3)[nH]n2)cc1	-5	96	93	107	0	105	3	9
O=C(Nc1cccc(NC(=O)c2ccco2)c1)c1ccccc1	-1	86	99	91	8	97	-12	20
CCOC(=O)Cn1nc(C)c(NC(=O)COc2ccc(C)c(C)c2)c1C	-13	98	94	99	-9	95	0	-1
COc1ccc(-n2nc([N+](=O)[O-])c(=NCCC3=CCCCC3)n2O)cc1	-5	95	108	106	1	97	0	14
COc1ccc(-n2c(=S)[nH]c3cc(C(=O)O)ccc3c2=O)cc1	-17	97	92	99	-3	99	-5	-2
COc1ccc(C(=O)NCC(=O)N/N=C/c2ccc([N+](=O)[O-])o2)cc1OC	-11	106	125	108	-6	100	-5	16
O=C(c1cn[nH]c1)N1CCc2c([nH]c3ccccc23)C1c1c(F)cccc1Cl (stereo not drawn)	-14	105	113	95	5	97	-5	25
CC(C)(C)NC(=O)COc1ccc(-c2ccccc2)cc1	-5	98	100	93	-9	95	8	-7
O=C(/C=C/c1ccccc1[N+](=O)[O-])NCc1cccnc1	-3	95	99	102	0	100	-4	37
C=CCn1c(-c2csc3ccccc23)n[nH]c1=S	-3	107	100	98	-15	104	-21	4
COC(=O)c1cccc(-c2noc(-c3ccccc3F)n2)c1	-5	105	94	93	-3	85	5	-8
CCOC(=O)C1CCN(C(=O)CSc2n[nH]c(=O)[nH]c2=O)CC1	-29	112	86	103	-1	114	9	1

# From PubChem BioAssay
